H37Rv inhibition: M. tuberculosis growth inhibition, HTS (AID 449762) | inhibition, % at 25 µM; hits with a dose series show IC50 in µM | M. tuberculosis H37Rv growth inhibition, 7H9 media; higher % means a stronger effect | 330,000 compounds, 0.59% hits; in the data active = a potency from the dose series; inconclusive = inhibition above about 70% without an active follow-up result;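 also: bacterial growth assessed after seven days of incubation; strong numbers were not always called active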
Salmonella PhoP GFP: PhoP regulon inhibitors, Salmonella typhi PhoP promoter GFP reporter, confirmatory (AID 1850); 310,000 compounds, 0.33% hits; one-dose inhibition, % at 50 µM; IC50 in µM for titrated hits; Salmonella Typhi PhoP-promoter GFP reporter, fluorescence, 4 h; higher % means a stronger effect; in the data active = a potency from the dose series; inconclusive = inhibition mostly from about 25% at the one dose, without a potency; inactive = the rest, 99 in 100 with inhibition below about 19%;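 also: 0% = induced wells with vehicle and 100% = uninduced wells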
M. tuberculosis: growth inhibition of non-replicating M. tuberculosis (AID 488890) | Mycobacterium tuberculosis non-replicating, growth inhibition; higher % means a stronger effect | one-dose inhibition, % at 25 µM; IC50 in µM for titrated hits | 320,000 compounds, 0.39% hits; in the data active = a potency from the dose series; inconclusive = inhibition mostly from about 82% at the one dose, without a potency; inactive = the rest, 99 in 100 with inhibition below about 76%;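 also: plate controls were DMSO cells for no effect and high antibiotic wells for full effect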
VEEV TC-83 Vero: inhibitors of VEEV TC-83 cytopathic effect, confirmation, Vero cells (AID 588727). Vero cells, VEEV TC-83 cytopathic effect inhibition; higher % means a stronger effect. inhibition, % at 20 µM; hits with a dose series show IC50 in µM. 350,000 compounds, 0.13% hits; in the data active = a potency from the dose series; inconclusive = inhibition mostly from about 14% at the one dose, without a potency; inactive = the rest, 99 in 100 with inhibition below about 12%; also: strong numbers were not always called active
H1N1 NS1A inhibition: H1N1 influenza NS1A inhibitors, functional cell based assay (AID 504329); 340,000 compounds, 0.3% hits; inhibition, % at 12.5 µM; hits with a dose series show IC50 in µM; NS1A functional cell-based assay, percent inhibition; higher % means a stronger effect; in the data active = a potency from the dose series; inconclusive = inhibition above about 27% without an active follow-up result; also: strong numbers were not always called active
Starred values were filed as active, the others as inactive; i = inactive; u = inconclusive; x = not tested or not shown; & = joins results of further samples.

Every second line gives: VEEV TC-83 Vero	Salmonella PhoP GFP	M. tuberculosis	H1N1 NS1A inhibition	H37Rv inhibition
> CC1(C)CC2CC(C)(CN2C(=S)Nc2ccccc2F)C1 (centres undefined)
  i	-6%	9%	-1%	6%
> Cc1c(NC(=O)c2cc(S(=O)(=O)N3CCCCC3)ccc2Cl)c(=O)n(-c2ccccc2)n1C
  0.6%	x	-2%	0%	-10%
> N#Cc1ccccc1NC(=O)COC(=O)C1CCN(C(=O)c2ccc(Cl)cc2)CC1
  1.4%	x	2%	-7%	8%
> CC(C)Cn1c(N)c(C(=O)COC(=O)c2cc(-c3ccccc3)nc3ccccc23)c(=O)n(C)c1=O
  7.2%	-1%&-7%	14%	-1%	4%
> CC(C)[C@H](NC(=O)C1CCC(CNC(=O)[C@@H]2CCCN2C(=O)OC(C)(C)C)CC1)C(=O)O (some centres undefined)
  0.6%	x	x	-1%	x
> Cc1cc2cc(CNC(=O)Nc3ccccc3)ccc2n1C
  0.6%	8%	60%	39%	1%
> C[C@@]12CCC=C[C@H]1[C@H](c1ccc3ccccc3c1Br)N(Cc1ccccc1)C2=O
  3.9%	x	20%	3%	13%
> CCOc1ccc(CNC(=O)CCn2c(=O)oc3ccccc32)cc1OC
  0.7%	-6%	-3%	-2%	-21%
> CC(CN1CCN(C)CC1)OC(=O)c1ccccc1 (centres undefined)
  1.1%	8%	-15%	-18%	7%
> Cc1ccc(C)c(S(=O)(=O)N2CCN(C(=O)CSc3ccccc3F)CC2)c1
  6.0%	-8%	3%	-11%	-9%
> S=C(c1ccc(Cl)cc1)N1CCN(Cc2ccccc2)CC1
  2.9%	3%	-5%	-3%	-13%
> COCCn1cnnc1SCC(=O)Nc1cccc(S(=O)(=O)N(C)c2ccccc2)c1
  1.5%	9%	0%	0%	-5%
> O=C1c2ccccc2C(=O)N1C1(C(=O)NC2(C(=O)O)CCCC2)CCCC1
  1.7%	x	x	-6%	x
> O=C(CCn1c(=O)oc2ccc(Cl)cc21)N1CCN(Cc2ccccc2)CC1
  i	0%	-1%	-6%	2%
> COc1ccc(NC(=O)Nc2cccc3c2O[C@H](CN(C)C(=O)Nc2ccccc2)[C@@H](C)CN([C@H](C)CO)C3=O)cc1
  8.1%	x	16%	-5%	-5%
> O=C(/C=C/c1ccco1)N1CCN(c2ncccn2)CC1
  0.3%	-9%	33%	-2%	3%
> O=C(O)CCCn1c(O)c(C=C2N=c3ccccc3=N2)sc1=S
  9.4%	9%	51%	-3%	12%
> O=C(Nc1cc2c3c(c1)C1CCCC1CN3CC1CCCC21)c1ccc([N+](=O)[O-])cc1 (centres undefined)
  4.5%	0%	29%	14%	18%
> COCCNC(=O)C(c1ccc(O)cc1)N(Cc1ccco1)C(=O)CCC(=O)Nc1nccs1 (centres undefined)
  0.2%	-10%	0%	11%	10%
> CC(C)CNC(=O)c1ccccc1NC(=O)/C=C/c1cccc([N+](=O)[O-])c1
  0.5%	-3%	-13%	1%	4%

Fetched by compound from above (3):
Every second line gives: VEEV TC-83 Vero	Salmonella PhoP GFP	M. tuberculosis	H1N1 NS1A inhibition	H37Rv inhibition
> CC(CN1CCN(C)CC1)OC(=O)c1ccccc1 (centres undefined)
  1.1%	8%	-15%	-18%	7%
> CC(C)Cn1c(N)c(C(=O)COC(=O)c2cc(-c3ccccc3)nc3ccccc23)c(=O)n(C)c1=O
  7.2%	-1%&-7%	14%	-1%	4%
> Cc1ccc(C)c(S(=O)(=O)N2CCN(C(=O)CSc3ccccc3F)CC2)c1
  6.0%	-8%	3%	-11%	-9%

Following part:
Every second line gives: VEEV TC-83 Vero	Salmonella PhoP GFP	M. tuberculosis	H1N1 NS1A inhibition	H37Rv inhibition
> COC(CNC(=O)[C@H](Cc1ccccc1)N1Cc2ccccc2C1=O)OC
  i	-10%	-10%	-14%	-13%
> COC1=C/C(=C/c2c(N)n3cc(C)sc3nc2=O)C=CC1=O
  9.9%	-5%	-5%	7%	6%
> COc1cccc(CN2C(=O)c3ccccc3S2(=O)=O)c1
  0.2%	-27%	6%	6%	2%
> CC1CCN(C(=O)c2[nH]cnc2C(=O)NCc2ccccc2)CC1
  2.7%	x	22%	-6%	-11%
> Cc1cc(C)cc(OCC(=O)OCC(=O)NC2CC2)c1
  0.2%	x	17%	-3%	8%
> COc1cccc(NC(=S)N(CCCN2CCOCC2)C(C)c2cc3cccc(OC)c3o2)c1 (centres undefined)
  i	5%	-3%	-5%	3%
> COC(=O)c1cccc(NC(=O)CN2CCN(c3ccc(OC)cc3)CC2)c1
  i	7%	9%	-27%	24%
> CN(c1ccccc1)S(=O)(=O)c1cc(C(=O)c2nccn2C)ccc1Cl
  3.2%	4%	20%	1%	7%
> COC(=O)c1ccc(C)c(NC(=O)CSc2nnc3ccccn23)c1
  1.7%	x	22%	-4%	0%
> COc1ccc(-c2nnc(SCc3c(C)noc3C)o2)cc1
  3.8%	-11%	10%	-6%	12%
> COc1ccc(CN2CCNC(=O)C2CC(=O)NCc2cc(C)n(C)n2)c(F)c1 (centres undefined)
  0.7%	-14%	-2%	-8%	-11%
> C#CC1(NC(=O)NC(C)C)CCCCC1
  0.7%	-8%	4%	-4%	2%
> O=C(OCn1nnc2ccccc2c1=O)c1ccc(Br)o1
  i	12%	i	-16%	u
> CCc1ccc(NC(=S)Nc2cccc(OC)c2)cc1
  1.1%	-7%	u	11%	u
> CC(=O)Nc1ccc(S(=O)(=O)N(C)CC(=O)NNC(=O)Cc2nc3ccccc3n2C)cc1
  1.1%	x	42%	-21%	0%
> Nc1ccc(-c2ccc(N)c([N+](=O)[O-])c2)cc1[N+](=O)[O-]
  1.8%	-16%	29%	-5%	2%
> CCOC(=O)C1CCCN(S(=O)(=O)c2cc(Br)cc3c2N(C(=O)CC)CC3)C1 (centres undefined)
  3.7%	13%	2%	-6%	-4%
> COC(=O)NC(=S)Nc1ccccc1NC(=S)NC(=O)OC
  0.4%	x	x	0%	x
> O=C(Nc1ccc2nccnc2c1)c1cnccn1
  2.0%	-14%	-2%	-5%	6%
> S=c1[nH]nc(COc2ccccc2)n1/N=C/c1cccnc1
  4.1%	-4%	-2%	-3%	-9%

Following part.
Every second line gives: VEEV TC-83 Vero	Salmonella PhoP GFP	M. tuberculosis	H1N1 NS1A inhibition	H37Rv inhibition
> O=C(CN(Cc1ccco1)C(=O)c1nsc(Cl)c1Cl)NC1CCCCC1
  0.8%	-5%	22%	2%	-6%
> CC(C)COC(=O)C1C(=O)CC(C)(O)C(C(=O)OCC(C)C)C1c1cccnc1 (centres undefined)
  i	-5%	-2%	-32%	-3%
> CCc1nc(N)c(C#N)c(-c2cccc3ccccc23)c1C
  i	4%	13%	-1%	1%
> COCCCn1c(SCC(=O)N2CCOCC2)nnc1-c1ccco1
  i	6%	-1%	5%	5%
> COc1ccc(C(=O)Nc2ccc3[nH]ccc3c2)cc1OC
  0.9%	5%	-12%	-1%	-1%
> CCOc1cccc(SCc2noc(C(=O)NC(C)C)c2C(=O)O)c1
  x	1%	-14%	x	-5%
> C=CCOc1cccc(C2C(C(=O)c3cc4ccccc4o3)=C(O)C(=O)N2c2cc(C)on2)c1 (centres undefined)
  1.5%	5%	12%	0%	3%
> CCCN(CCC)Cc1c(C(=O)N/N=C/CCc2ccccc2)nnn1-c1nonc1N
  1.6%	0%	0%	-3%	-4%
> COc1ccc(NS(=O)(=O)c2ccc(C)c(C(=O)NNC(=O)c3csc(N4CCOCC4)n3)c2)cc1
  1.8%	0%	-28%	-7%	-2%
> Cc1occc1C(=O)Nc1ccc2c(c1)OCCO2
  1.6%	-11%	8%	3%	-16%
> Cc1ccc(N(CC(=O)NCC2CCCO2)C(=O)CNS(=O)(=O)c2ccc(Cl)cc2)cc1 (centres undefined)
  0.7%	4%	8%	7%	5%
> CCOc1ccc(CCNC(=O)CCc2nnc3ccc(N4CCCC4)nn23)cc1OCC
  7.5%	4%	0%	-4%	-15%
> NCCc1nnc(SCc2c(Cl)cccc2Cl)o1
  0.4%	21%	12%	11%	-10%
> Cc1n(Cc2ccccc2)c2cc([N+](=O)[O-])ccc2[n+]1Cc1ccccc1
  0.1%	1%	20%	-1%	2%
> CC1=NN(Cc2c[nH]c3ccccc23)C(C)(C)C1
  i	-8%	-3%	-8%	9%
> Cc1ccc(OCC(=O)N2CCCC(CCC(=O)N(C)CCc3ccccn3)C2)cc1 (centres undefined)
  i	2%	3%	-9%	-3%
> CC(Sc1cccc[n+]1[O-])C(=O)Nc1ccc([N+](=O)[O-])cc1Cl (centres undefined)
  i	5%	-11%	11%	-2%
> COc1cc(OC)c(NC(=O)CCNS(=O)(=O)c2cc(Br)cnc2N)cc1Cl
  9.1%	1%	24%	6%	-3%
> O=C(NCCOc1ccccc1)C(c1ccccc1)c1ccccc1
  0.6%	3%	-3%	-8%	-12%
> O=C1N=C(N2CCN(c3ccccc3)CC2)S/C1=C/c1cccs1
  3.1%	-2%	u	10%	u

Additional records
Every second line gives: VEEV TC-83 Vero	Salmonella PhoP GFP	M. tuberculosis	H1N1 NS1A inhibition	H37Rv inhibition
> CC(Oc1cc(Cl)ccc1Cl)C(=O)N/N=C\c1ccnn1C (centres undefined)
  1.3%	-8%	10%	1%	5%
> O=C(Nc1ccc2c(c1)OCO2)c1ccc(=O)[nH]n1
  0.3%	3%	-10%	15%	-8%
> COc1ccc(CCNC(=O)C2CCN(C(=O)c3ccc(C(C)(C)C)cc3)CC2)cc1OC
  0.6%	-3%	25%	-4%	-2%
> CC(=O)OCCn1c(=O)c2cc3c(=O)n(CCOC(C)=O)c(=O)c3cc2c1=O
  0.8%	-3%	-7%	1%	2%
> O=C(NCc1ccc(Cl)cc1)C(=O)NCC1OCCN1S(=O)(=O)c1cc(F)ccc1F (centres undefined)
  3.2%	-4%	15%	-2%	-1%
> CCOc1ccccc1Nc1nnc(SCC(=O)Nc2cccc(S(=O)(=O)NC3=NCCCCC3)c2)s1
  7.3%	-8%	4%	-2%	-19%
> O=C(NCc1ccccc1)c1c[nH]c2ccc(S(=O)(=O)Nc3ccc4c(c3)OCCO4)cc2c1=O
  8.0%	0%	u	13%	0%
> COc1ccccc1N1CCN(C(=O)CCS(=O)(=O)c2ccc3c(c2)oc(=O)n3C)CC1
  0.1%	-5%	6%	-2%	11%
> CCOC(=O)c1c(-c2ccc(F)cc2)csc1NC(=O)C1CC=CCC1C(=O)O (centres undefined)
  1.5%	-1%	7%	-5%	-4%
> Cc1nc2ccccc2n1S(=O)(=O)c1ccc(Br)cc1
  i	11%	3%	-4%	0%
> COc1ccc(OC)c(/C=N\NC(=O)c2cc3c(ccc4ccccc43)o2)c1
  6.4%	-2%	-7%	-9%	1%
> COc1ccccc1/C=C1\SC(=S)N(Nc2nc(C)cc(C)n2)C1=O
  2.4%	-4%	-7%	4%	68%
> c1ccc2n[nH]nc2c1
  3.8%	x	x	-6%	x
> CN(C)S(=O)(=O)c1ccc(C(=O)OCCc2ccccc2)cc1
  2.2%	16%	x	5%	-2%
> CCOC(=O)c1c[nH]n(-c2ccccc2)c1=O
  2.2%	5%	-8%	4%	1%
> Cc1c(Cl)cccc1NC(=O)CCS(=O)(=O)c1cccc2nonc12
  1.6%	1%	11%	0%	-1%
> O=C1CCC(=O)N1CNc1ccccn1
  0.6%	10%	-22%	-10%	-2%
> CCCCn1nc(NC(=O)CCC)c2cc3cc(OC)ccc3nc21
  9.0%	-10%	3%	-37%	13%
> Cn1cc(CN2CCC(CO)(CCCc3ccccc3)CC2)c(-c2ccccc2)n1
  i	19%	12%	3%	-7%
> Cc1ccc(NS(=O)(=O)c2cccc(C(=O)NCC(c3ccco3)N3CCCC3)c2)cc1 (centres undefined)
  i	x	32%	11%	-4%

(more compounds)
Every second line gives: VEEV TC-83 Vero	Salmonella PhoP GFP	M. tuberculosis	H1N1 NS1A inhibition	H37Rv inhibition
> O=C(/C=C/c1ccc([N+](=O)[O-])cc1)OCC(=O)N1CCCC1
  0.0%	x	38%	7%	1%
> CC(C(=O)O)n1c2ccccc2c2cnn(C)c(=O)c21 (centres undefined)
  2.3%	7%	4%	10%	1%
> CC1(C)NC(=O)N(CCOCCOc2c(Cl)cc(Cl)cc2Cl)C1=O
  i	-2%	-2%	0%	2%
> CCOC(=O)C1CCN(C(c2cc(OC)c(OC)c(OC)c2)c2sc3nc(C)nn3c2O)CC1 (centres undefined)
  0.9%	7%	-16%	-6%	-16%
> CCN(CC)CCN1C(=O)c2oc3ccccc3c(=O)c2C1c1ccc(F)cc1 (centres undefined)
  1.1%	-6%	0%	-12%	-4%
> C=CCN1C(=O)/C(=C\c2ccco2)C(C(=O)OC)=C1C
  2.4%	-12%	20%	0%	11%
> Cc1cccc(OCC(=O)NNC(=O)c2cccs2)c1
  1.5%	2%	u	-5%	10%
> COc1ccc(C2CC(c3ccccc3Br)=NN2c2ccc(S(N)(=O)=O)cc2)cc1 (centres undefined)
  i	x	x	-24%	x

Compound activity: PubChem, Southern Research Specialized Biocontainment Screening Center
